KB-V1 cytotox – qHTS assay for MDR1-selective chemotherapeutics: Primary screen using the drug-selected MDR subline cells KB-V1. 400,000 compounds, 3.4% hits. Potency, µM (series often up to 46.1 µM), without a hit: top-dose activity change, negative = cytotoxicity, hits mostly cytotoxic. KB-V1 MDR cells viability, CellTiter-Glo, 72 h; also: potency is read from the fitted curve at half-maximal effect; % is scaled to controls: 0 for no effect and ±100 for the full control effect; nearly all actives have a fitted effect of over 60% in size
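KB-V1, DMEM (no phenol red) + 10% FBS; cpd pin-transferred, titration series; 72 h, 37 degrees C; CellTiter-Glo, luminescence. Data normalized, curve-fit.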
KB-3-1 tox – qHTS assay for MDR1-selective chemotherapeutics: Primary screen using the parental adenocarcinoma cell KB-3-1. KB-3-1 viability, CellTiter-Glo ATP luminescence, 72 h. 400,000 compounds, 1.4% hits. Potency, µM (titrated, usually from 46.1 µM), inactives show at the top dose activity change, negative = cytotoxic, hits mostly cytotoxic. AID 1347075, 2019; also: potency is read from the fitted curve at half-maximal effect; % is scaled to controls: 0 for no effect and ±100 for the full control effect; nearly all actives have a fitted effect of over 60% in size
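Cytotoxicity in the drug-sensitive parental line KB-3-1 was scored as loss of CellTiter-Glo luminescence following 72 h incubation with compound. Values come from curve fitting of normalized concentration-response data.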
SW480 rerep – A quantitative high throughput screen for small molecules that induce DNA re-replication in SW480 colon adenocarcinoma cells; SW480 DNA re-replication, Hoechst DNA content imaging, 48 h; Potency, µM (highest dose often 46.1 µM), without a hit: at the highest dose re-replication activation, hits mostly activators; 340,000 compounds, 1.8% hits; AID 624297, 2012; also: potency is read from the fitted curve at half-maximal effect; % of control where 0% means no effect; nearly all actives have a fitted effect of over 55% in size
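Readout is total intensity of Hoechst-stained nuclei, excited at 405 nm and collected at 500-530 nm. Compound treatment lasted 48 hr at 37 C in 5% CO2 before staining.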
MCF10A rereplic – A quantitative high throughput screen for small molecules that induce DNA re-replication in MCF 10a normal breast cells; MCF 10A DNA re-replication, Hoechst nuclear intensity, 48 h; Potency, µM (top dose mostly 46.1 µM), for the others: top-dose activity, positive = re-replication, actives largely listed as activators; 350,000 compounds, 2.9% hits; also: potency is read from the fitted curve at half-maximal effect; % of control where 0% means no effect; nearly all actives have a fitted effect of over 50% in size
ATXN2 expr inh – Primary qHTS for Inhibitors of ATXN expression; HEK-293 ATXN2-luciferase reporter, luminescence, 24 h; Potency, µM (titrated, usually from 57 µM), inactives show at the top dose activity change, negative = inhibition, hits mostly inhibitors; 360,000 compounds, 0.72% hits; AID 1745845, 2022; also: potency is read from the fitted curve at half-maximal effect; % is scaled to controls: 0 for no effect and ±100 for the full control effect; nearly all actives have a fitted effect of over 55% in size
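qHTS (up to 57 uM final) was run with 24 h compound exposure of reporter cells at 37 °C. Each well was multiplexed: SteadyGlo luminescence measured ATXN2-luciferase expression after a fluorogenic Gly-Phe-AFC viability readout (25 uM final).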
HT1080 IDH1KD tx – qHTS for induction of synthetic lethality in tumor cells producing 2HG: qHTS for the HT-1080-IDH1KD cell line | HT-1080 IDH1 knockdown viability, ATP luminescence, 48 h | Potency, µM (doses to about 46.1 µM), for the others: top-dose activity, negative = toxicity, actives largely listed as cytotoxic | 360,000 compounds, 2% hits | AID 686971, 2013;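 also: potency is read from the fitted curve at half-maximal effect; 0% = DMSO wells and -100% = cell-free medium wells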
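Cytotoxicity counter-line: IDH1KD HT-1080, 48 h, CellTiter-Glo. Curves classed by r2, magnitude and activity.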
IL-1B inflam inh – qHTS for Inhibitors of Inflammasome Signaling: IL-1-beta AlphaLISA Primary Screen | 360,000 compounds, 4.7% hits | THP-1 LPS/ATP IL-1B secretion, AlphaLISA, 16 h; active compounds read low | activity change, % at 57.5 µM; in the data active = activity change below about -50%; inconclusive = mostly about -30% to -49%; also: % is scaled to controls: 0 for no effect and ±100 for the full control effect
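Secreted IL-1B measured by AlphaLISA bead assay after 16 h compound exposure of THP-1 cells; compounds (final up to 57.5 uM) added 1 h before LPS (250 ng/mL) and ATP (1.25 mM) stimulation; lower signal means less secretion.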
HT1080NT lethal – qHTS for induction of synthetic lethality in tumor cells producing 2HG: qHTS for the HT-1080-NT fibrosarcoma cell line. HT-1080-NT fibrosarcoma viability, CellTiter-Glo ATP luminescence, 48 h. Potency, µM (doses to about 46.1 µM), inactives show top-dose activity, negative = less viability, actives largely listed as cytotoxic. 360,000 compounds, 1.6% hits;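 also: NT is the 2HG producing partner of a matched IDH1 knockdown line; potency is read from the fitted curve at half-maximal effect; 0% = DMSO-treated cells and -100% = media-only wells without cells; nearly all actives have a fitted effect of over 55% in size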
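Luminescent CellTiter-Glo readout after 48 hours of compound exposure at 37 degrees C defined viability of HT-1080-NT cells. Activity was normalized to DMSO wells and cell-free media wells; concentration-response curves were fitted and assigned curve classes.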
WRN helicase inh – qHTS for Inhibitors of WRN Helicase. Potency, µM (top dose mostly 114 µM), for the others: top-dose activity change, negative = inhibition, actives largely listed as inhibitors. 360,000 compounds, 0.46% hits. WRN helicase unwinding, fluorescent forked duplex, kinetic. Bifunctional 3'-5' exonuclease/ATP-dependent helicase WRN (Homo sapiens), Q14191; also: potency is read from the fitted curve at half-maximal effect; % is scaled to controls: 0 for no effect and ±100 for the full control effect; nearly all actives have a fitted effect of over 55% in size
Target sequence (Q14191 whole entry, looked up): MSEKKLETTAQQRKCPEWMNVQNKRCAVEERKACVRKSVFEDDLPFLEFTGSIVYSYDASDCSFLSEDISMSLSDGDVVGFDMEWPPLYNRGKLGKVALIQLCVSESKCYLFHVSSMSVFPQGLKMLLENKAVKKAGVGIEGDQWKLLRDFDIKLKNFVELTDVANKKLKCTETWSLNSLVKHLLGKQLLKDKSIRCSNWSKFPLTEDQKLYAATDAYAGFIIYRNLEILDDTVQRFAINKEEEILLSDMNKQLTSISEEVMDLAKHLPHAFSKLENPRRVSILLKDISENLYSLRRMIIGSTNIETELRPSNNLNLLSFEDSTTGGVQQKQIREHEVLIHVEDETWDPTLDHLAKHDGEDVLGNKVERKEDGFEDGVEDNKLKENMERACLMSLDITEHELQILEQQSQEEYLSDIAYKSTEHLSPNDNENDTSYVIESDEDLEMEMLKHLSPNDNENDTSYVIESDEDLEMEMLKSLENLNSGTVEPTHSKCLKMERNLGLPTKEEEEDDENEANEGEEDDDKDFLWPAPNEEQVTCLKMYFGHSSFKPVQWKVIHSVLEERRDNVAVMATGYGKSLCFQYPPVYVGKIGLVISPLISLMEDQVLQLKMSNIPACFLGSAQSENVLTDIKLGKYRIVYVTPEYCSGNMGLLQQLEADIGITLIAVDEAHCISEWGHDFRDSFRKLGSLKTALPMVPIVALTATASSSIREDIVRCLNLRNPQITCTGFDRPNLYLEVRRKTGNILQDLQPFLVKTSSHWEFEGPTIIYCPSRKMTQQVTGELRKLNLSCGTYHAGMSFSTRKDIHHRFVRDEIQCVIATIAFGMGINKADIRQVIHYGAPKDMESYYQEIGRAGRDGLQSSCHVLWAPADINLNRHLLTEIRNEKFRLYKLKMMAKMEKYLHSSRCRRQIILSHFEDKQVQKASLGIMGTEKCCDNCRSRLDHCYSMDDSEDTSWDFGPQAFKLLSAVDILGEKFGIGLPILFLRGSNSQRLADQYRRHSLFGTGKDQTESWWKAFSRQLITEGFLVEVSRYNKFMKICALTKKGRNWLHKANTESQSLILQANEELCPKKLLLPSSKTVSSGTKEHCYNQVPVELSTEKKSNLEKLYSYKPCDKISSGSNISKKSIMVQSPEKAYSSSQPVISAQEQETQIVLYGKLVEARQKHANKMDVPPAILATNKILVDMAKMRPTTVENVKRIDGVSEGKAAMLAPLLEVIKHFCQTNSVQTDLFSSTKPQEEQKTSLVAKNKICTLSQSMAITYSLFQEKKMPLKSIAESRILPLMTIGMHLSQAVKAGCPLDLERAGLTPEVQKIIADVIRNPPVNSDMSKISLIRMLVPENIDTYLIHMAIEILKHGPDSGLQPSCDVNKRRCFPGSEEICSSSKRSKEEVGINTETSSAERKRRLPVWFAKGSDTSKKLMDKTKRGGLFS
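Fluorescence dequenching readout, ex 525 nm/em 598 nm, kinetic mode: forked duplex DNA (100 nM final) with adjacent fluorophore and quencher unwound by WRN (20 nM final) with 2 mM ATP. Compound preincubation 15 min, room temperature.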
* hit, by the source's call; ? = inconclusive; / = not tested or not shown; [ ] = another dose, or the depositor's remark. Unless noted, calls follow the shape of the dose curve; as a rule, active = well fitted curve in the direction sought with a large enough effect; inconclusive = small, poorly fitted or top-dose-only effect, or another doubt; inactive = no such curve, though single readings can be large; an effect the other way counts as inactive or inconclusive.

Below each compound – MCF10A rereplic | KB-3-1 tox | KB-V1 cytotox | SW480 rerep | HT1080 IDH1KD tx | WRN helicase inh | IL-1B inflam inh | HT1080NT lethal | ATXN2 expr inh
O=C1C=CC(=Nc2ccc(F)cc2)O1
 : 18µM* | 24% | ? | ? | ? | ? | -51* | ? | 4%
NC(=O)c1nsc(C(=O)N(Cc2ccc(F)cc2)C(C(=O)NCC2CCCO2)c2ccc(O)cc2)c1N (stereo not given)
 : 4% | 0% | -1% | -2% | 8% | 5% | 11 | -1% | -11%
CC(=O)N1CCOc2ccc(S(=O)(=O)N3CCC(C(=O)NCc4ccc(Cl)cc4)CC3)cc21
 : / | 1% | 14% | / | 5% | 1% | 0 | 11% | /
O=C(C1CCN(S(=O)(=O)N2CCOCC2)CC1)N1CCN(c2ccccc2)CC1
 : 18% | 12% | 2% | -4% | -1% | 1% | 14 | 3% | 9%
CC(C)c1ccc(/C=C2\SC(=S)N(CC(=O)NCCCN3CCOCC3)C2=O)cc1
 : ? | 0% | -10% | -3% | ? | -13% | ? | ? | 13%
O=[N+]([O-])c1ncccc1OCc1ccc(Br)cc1F
 : 1% | -7% | -1% | -3% | 9% | -33% | -13 | 6% | -3%
O=C1c2ccncc2C(=O)N1c1cccc(Cl)c1
 : -2% | -9% | 1% | 3% | 0% | 0% | ? | -6% | /
OC(c1ccccc1)c1ccccc1CN1CCCNC1=S (stereo not given)
 : / | 2% | -11% | / | -1% | 5% | 2 | 0% | /
CCCC(=O)NC(C)C(c1cccs1)N1CCN(C)CC1 (stereo not given)
 : -3% | 12% | -3% | -2% | 5% | 8% | 7 | 12% | -5%
Cc1c(N=NC2=C(O)CC(C)(C)CC2=O)c(=O)n(-c2ccccc2)n1C
 : -5% | 5% | ? | 1% | 0% | -24% | -4 | 1% | -7%
NC(=O)c1cc(S(=O)(=O)NCCc2ccc(Cl)cc2)cs1
 : 0% | -9% | 0% | -2% | 0% | 3% | 10 | 0% | -11%
CC(C)OCCCNC(=O)CN1C(=O)/C(=C/c2ccccc2)Sc2ccccc21
 : 24% | 1% | ? | 1% | -1% | -3% | 0 | -1% | 2%
COc1ccc(CC(=O)Nc2cccc(S(=O)(=O)N3CCCCC3)c2)cc1
 : ? | -6% | -10% | -22% | -4% | -6% | -15 | -1% | -26%
CCOC(=O)c1ccccc1NC(=O)C1CC(=O)N(C(C)(C)C)C1 (stereo not given)
 : 1µM* | 6% | -11% | -35%[inhibitor] | -2% | -2% | -1 | 0% | -6%
O=C(CSc1ccccn1)N/N=C/c1cc([N+](=O)[O-])ccc1O
 : 12% | ? | -20% | ? | -27% | 7% | 243 | -7% | /
CC(C)(C)C(=O)NC(=S)NNC(=O)c1ccncc1
 : 4% | -16% | -11% | ? | -26% | 5% | 9 | -21% | 0%
CCOC(=O)c1snc(C(=O)NC2CCCCC2)c1N
 : 0% | 0% | 0% | -6% | -17% | 3% | -17 | 5% | 53%[activator]
CCC(=O)NCCc1nc2cc(NC(=O)c3cccs3)ccc2n1C
 : -5% | 14% | 3% | -3% | 4% | -2% | 13 | 7% | 3%
Cc1ccc(C)c(NC(=O)CCN2C(=O)c3ccccc3C2=O)c1
 : 3% | 18% | ? | -19% | 1% | 5% | 0 | 10% | 2%
CCC(C)N(C(=O)CSc1nnc(C)n1C)C1CCS(=O)(=O)C1 (stereo not given)
 : -1% | 12% | 11% | -117%[inhibitor] | 11% | 6% | -2 | 11% | -10%
O=C(CSc1nnc(COc2ccccc2)n1-c1ccccc1)c1cccs1
 : ? | -3% | -27% | ? | -25% | -12% | ? | ? | -10%
COc1ccc(Cl)cc1NC(=O)CN(C)C(=O)CCCc1c[nH]c2ccccc12
 : ? | 0% | -15% | 12% | ? | 2% | -19 | -27% | -19%
O=C(Nc1ccncc1)c1ccc(Br)cc1
 : 8% | -9% | ? | -2% | 2% | 3% | -15 | 3% | /
CC(=O)Nc1ccc(NC(=O)C(C)OC(=O)CNC(=O)c2sc3ccccc3c2Cl)cc1 (stereo not given)
 : 0% | 21% | 7% | -5% | 18% | -10% | 22 | 20% | -7%
O=C(O)C1(c2ccccc2)CCC(Nc2ccccc2)C1 (stereo not given)
 : -11% | 13% | 0% | 0% | 6% | 8% | 25 | -1% | 4%
O=C(Cc1ccc(F)cc1)Nc1ccccc1Sc1ccccc1
 : 5% | -7% | -2% | -2% | 1% | -9% | -2 | 1% | 0%
CCCCCCS(=O)[C@H]1CS(=O)(=O)C[C@@H]1S(=O)CCCCCC (stereo not given in full)
 : -4% | -1% | 1% | 3% | 0% | ? | -14 | -4% | -3%
COc1ccc(C)cc1NC(=O)C1CCN(C(=O)c2ccc(C(C)(C)C)cc2)CC1
 : 28% | -8% | -28% | 8% | -15% | 8% | -16 | -19% | 4%
COc1ccc(CN(C)CC(=O)N(C)CC(=O)Nc2ccccc2Br)cc1F
 : 1% | 4% | 0% | -4% | 12% | 5% | 12 | 5% | /
Cc1nnc(SCC(=O)NC2CCCC(C)C2C)n1N (stereo not given)
 : -1% | -12% | 13% | -3% | 3% | -29% | 14 | -4% | -11%

Some of the entries above in a different format:
SMILES	MCF10A rereplic	KB-3-1 tox	KB-V1 cytotox	SW480 rerep	HT1080 IDH1KD tx	WRN helicase inh	IL-1B inflam inh	HT1080NT lethal	ATXN2 expr inh
OC(c1ccccc1)c1ccccc1CN1CCCNC1=S (stereo not given)	/	2%	-11%	/	-1%	5%	2	0%	/
CCCC(=O)NC(C)C(c1cccs1)N1CCN(C)CC1 (stereo not given)	-3%	12%	-3%	-2%	5%	8%	7	12%	-5%
Cc1c(N=NC2=C(O)CC(C)(C)CC2=O)c(=O)n(-c2ccccc2)n1C	-5%	5%	?	1%	0%	-24%	-4	1%	-7%
NC(=O)c1cc(S(=O)(=O)NCCc2ccc(Cl)cc2)cs1	0%	-9%	0%	-2%	0%	3%	10	0%	-11%
CC(C)OCCCNC(=O)CN1C(=O)/C(=C/c2ccccc2)Sc2ccccc21	24%	1%	?	1%	-1%	-3%	0	-1%	2%
COc1ccc(CC(=O)Nc2cccc(S(=O)(=O)N3CCCCC3)c2)cc1	?	-6%	-10%	-22%	-4%	-6%	-15	-1%	-26%
CCOC(=O)c1ccccc1NC(=O)C1CC(=O)N(C(C)(C)C)C1 (stereo not given)	1µM*	6%	-11%	-35%[inhibitor]	-2%	-2%	-1	0%	-6%
O=C(CSc1ccccn1)N/N=C/c1cc([N+](=O)[O-])ccc1O	12%	?	-20%	?	-27%	7%	243	-7%	/
CC(C)(C)C(=O)NC(=S)NNC(=O)c1ccncc1	4%	-16%	-11%	?	-26%	5%	9	-21%	0%
CCOC(=O)c1snc(C(=O)NC2CCCCC2)c1N	0%	0%	0%	-6%	-17%	3%	-17	5%	53%[activator]
CCC(=O)NCCc1nc2cc(NC(=O)c3cccs3)ccc2n1C	-5%	14%	3%	-3%	4%	-2%	13	7%	3%

The list goes on.
Below each compound – MCF10A rereplic | KB-3-1 tox | KB-V1 cytotox | SW480 rerep | HT1080 IDH1KD tx | WRN helicase inh | IL-1B inflam inh | HT1080NT lethal | ATXN2 expr inh
CC(=O)Nc1ccc(N(C(=O)c2ccccn2)C(C(=O)NC2CCCCC2)c2ccc(F)cc2)cc1 (stereo not given)
 : ? | 4% | ? | -3% | 7% | 1% | 12 | 0% | 12%
CCSc1nnc(NC(=O)c2cc(C)on2)s1
 : -1% | 1% | 4% | -3% | 2% | 9% | 31 | 0% | 0%
CCOc1ccc(Nc2cc(C)nc(N3CCOCC3)n2)cc1
 : -1% | 1% | 1% | 12% | -16% | 3% | 2 | -17% | 1%
Cc1ccc(O)c(-c2cc(-c3cccc(F)c3)n[nH]2)c1
 : 26µM* | ? | ? | ? | -1% | -22% | -12 | 1% | 29%
OC(COc1ccc(OCc2ccccc2)cc1)CN1CCCCC1 (stereo not given)
 : 3% | -2% | -23% | 2% | 2% | -8% | -1 | -5% | 28%
COc1ccc(/C=N/N=C2/NC(=O)C(CC(=O)O)S2)cc1OCc1ccccc1Cl (stereo not given)
 : ? | 7% | -19% | 0% | -2% | -23% | -8 | -1% | -4%
COc1cc(NS(=O)(=O)c2ccc(NC(=O)CN3C(=O)c4ccccc4C3=O)cc2)nc(OC)n1
 : -1% | 8% | ? | -7% | 8% | -34% | 25 | 7% | -18%
CCN(CC)CCC(C)OC(=O)c1ccc(O)cc1O (stereo not given)
 : 0% | 0% | -7% | -2% | 9% | -5% | 1 | -2% | 7%
Cc1ccc(S(=O)(=O)NC(=O)NCc2ccc(F)cc2)cc1
 : 1% | 6% | 10% | 0% | 26% | 1%[57.1 µM] | -1 | 11% | -3%
COc1ccccc1-n1c(=O)c2c3c(sc2n2c(SC(C)C)nnc12)CCC3
 : -1% | 5% | 5% | -3% | 0% | -2% | ? | -2% | -8%
O=C1CC(c2ccccc2)CCc2sccc2N1 (stereo not given)
 : -4% | -3% | ? | 0% | -1% | -4% | -12 | -14% | -3%
COc1ccccc1CCc1nnc(CCC(=O)NCC[C@@H]2C[C@@H]3C=C[C@H]2C3)o1
 : 20% | -4% | -21% | 2% | 9% | -3% | -4 | 0% | 8%
O=c1c2ccccc2nc2n1C(CSCc1ccccc1)CS2 (stereo not given)
 : -1% | -6% | ? | -9% | -14% | -6% | -8 | -8% | -36%
